KOR beta-arrestin-1: KOR antagonists, beta-arrestin recruitment, cell-based, luminescence, uHTS (AID 1778). Kappa-type opioid receptor (Homo sapiens). actives 0.091% (n = 290,000). KOR beta-arrestin recruitment, luminescence, antagonist mode; higher % means a stronger effect. inhibition, % at 10 µM; hits with a dose series show IC50 in µM; also: strong numbers were not always called active
P. falciparum M1AAP: P. falciparum M1AAP inhibitors, biochemical, fluorogenic H-Leu-NHMec substrate, 1536-well (AID 1445). inhibition, % at 30 µM; hits with a dose series show IC50 in µM. recombinant M1AAP, H-Leu-NHMec fluorogenic kinetic assay; higher % means a stronger effect. actives 0.42% (n = 220,000). Aminopeptidase N (Plasmodium falciparum (isolate 3D7));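 active = primary inhibition above the hit cutoff, then over 50% inhibition at one or more dose response concentrations, cut at about 23% in these data, passing the limit was not always enough; inconclusive = conflicting primary data, or primary hits not chosen for dose response; inactive = low primary inhibition, or under 50% at every dose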;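 also: plate controls were DMSO full reaction for no effect and no enzyme background for full effect; strong numbers were not always called active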
M17LAP inhibition: P. falciparum M17LAP inhibitors, primary screen, biochemical, fluorogenic H-Leu-NHMec substrate, 1536-well (AID 1619) | inhibition, % at 30 µM, or IC50 in µM where a hit was titrated | recombinant M17LAP, H-Leu-NHMec fluorogenic kinetic assay; higher % means a stronger effect | actives 0.38% (n = 220,000) | Leucine aminopeptidase (Plasmodium falciparum (isolate 3D7));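 active = compound inhibiting the enzyme by more than half at any dose during confirmatory dose-response retesting; inconclusive = strong single-dose inhibitors picked by rank but not retested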;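 also: plate controls were full reaction with DMSO carrier for no effect and no enzyme background for full effect; strong numbers were not always called active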
AID2073: inhibitors of Mint1-CaV2.2 protein interaction, biochemical, HTRF (AID 2073). Voltage-dependent N-type calcium channel subunit alpha-1B (Homo sapiens). actives 0.19% (n = 290,000). inhibition, % at 20 µM; hits with a dose series show IC50 in µM. HTRF protein-protein interaction, Mint1-CaV2.2; higher % means a stronger effect; in the data active = inhibition mostly above about 51%, no sharp cut-off; inconclusive = no clear call, values can overlap the other calls; inactive = mostly below about 53%; also: some results filed as inactive read as strong as hits
Dynein transport: inhibitors of GR-EGFP nuclear translocation, primary screen, dynein cargo transport inhibitor project, imaging, high-content, 3617.4 mouse cells; test concentration mostly 20 µM; stimulated with dexamethasone, 1 µM; stronger effect = lower value; z-score, hits read low; actives 0.47% (n = 220,000); AID 1381, 2008;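 active = plate z-score of nuclear minus cytoplasmic receptor signal below a set negative limit, without overly bright fluorescence or cell loss, cut at about -3.5 in these data, passing the limit was not always enough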;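 also: z-score of nuclear minus cytoplasmic ring GR-EGFP intensity difference per well; some compounds called inactive have numbers as strong as hits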
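Medium: Induction medium lacking tetracycline, stripped serum | Probe or stimulus: 1.0 µM final dexamethasone stimulus | Schedule: 48 h induction, then 1 h compound, then 30 min agonist, 37 °C | Signal: Automated 10x imaging of fixed Hoechst-stained cells | Evaluation: Per-cell GR-EGFP intensity, nucleus versus surrounding cytoplasmic ring, well-averaged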
HEK293 NOD2/NF-kB: NOD2 signaling inhibitors, cell-based, luminescence, uHTS, HEK293 (AID 1566). actives 0.63% (n = 290,000). HEK293 NOD2/NF-kB luciferase reporter, luminescence; higher % means a stronger effect. inhibition, % at 4 µM, or EC50 in µM where a hit was titrated; also: many of its hits are not listed in these tables
KOR beta-arrestin-2: KOR agonists, beta-arrestin recruitment, primary screen, cell-based, luminescence, uHTS (AID 1777). Kappa-type opioid receptor (Homo sapiens). KOR beta-arrestin recruitment, luminescence; higher % means a stronger effect. activation, % at 10 µM; hits with a dose series show EC50 in µM. actives 0.02% (n = 280,000); in the data active = activation above about 50%, passing the limit was not always enough; also: a part of the inactive calls stands beside numbers as strong as those of hits
GPR55 beta-arrestin: GPR55 agonists via beta-arrestin recruitment, primary screen, imaging, U2OS cells, beta-arrestin-GFP redistribution (AID 1961). actives 0.048% (n = 290,000). one-dose activation, % at 10 µM; EC50 in µM for titrated hits. U2OS GPR55 beta-arrestin-GFP redistribution imaging; higher % means a stronger effect. G-protein coupled receptor 55 (Homo sapiens);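 active = activation above 40% with more than 50 cells counted in the well; inconclusive = wells holding fewer than 50 cells, flagged as toxic or sparse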;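 also: U2OS osteosarcoma cells stably expressing GPR55 and beta-arrestin-GFP; plate controls were DMSO negative control for no effect and LPI positive control for full effect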
NOD1 NF-kB reporter: NOD1 signaling inhibitors, primary screen, cell-based, luminescence, uHTS (AID 1578) | NOD1-driven NF-kB luciferase reporter cells, luminescence; higher % means a stronger effect | one-dose inhibition, % at 4 µM; EC50 in µM for titrated hits | actives 1% (n = 290,000); in the data active = inhibition mostly above about 36%, no sharp cut-off; inactive = mostly below about 34%;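 also: HEK-293T reporter cells stimulated with the NOD1 agonist gamma-tri-DAP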
Dynein transport cytoplasmic EGFP: recorded beside Dynein transport, whose call it bears; z-score; measured here: cytoplasmic GR-EGFP intensity; stronger effect = higher value
Dynein transport nuclear GR-EGFP: second read-out of Dynein transport, no call of its own (marks repeat the call); z-score; measured here: nuclear GR-EGFP intensity;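 lower value marks the stronger effect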
Dynein transport cell count: further read-out of Dynein transport, marked with its call; z-score; measured here: cell count per field
The depositor's hits bear a star; ? = inconclusive; nt = no result given; [ ] = dose if it differs, or a comment. Rule as the data show it, unless noted: active = inhibition above about 50%; inactive = the rest. Not all compounds are listed; count on the stated rates, not on these rows.

Each structure is followed by: KOR beta-arrestin-1, P. falciparum M1AAP, M17LAP inhibition, AID2073, Dynein transport, Dynein transport cytoplasmic EGFP, Dynein transport nuclear GR-EGFP, Dynein transport cell count, HEK293 NOD2/NF-kB, KOR beta-arrestin-2, GPR55 beta-arrestin, NOD1 NF-kB reporter
> COc1ccc2[nH]c(=O)c(CN(Cc3ccc(C)cc3)Cc3nnnn3CC3CCCO3)cc2c1 (stereo not drawn)
  -29%, 11%, -2%, ?, -0.93, -0.37, -0.48, 0.42, -1%, -9.0%, 0.3%, 13%
> CCOc1ccccc1N(CC(=O)NC1CCCC1)C(=O)CNC(=O)c1cccs1
  -23%, nt, nt, 11%, nt, nt, nt, nt, 10%, -3.5%, 0.4%, -12%
> Cc1ccc(NC(=O)CNC(=O)c2ccco2)c(Cl)c1
  20%, nt, nt, 12%, nt, nt, nt, nt, -21%, -2.8%, -0.3%, 17%
> COc1ccc(C(=O)Nc2ccc(N3CCN(C(=O)c4ccccc4)CC3)cc2)cc1[N+](=O)[O-]
  -52%[20 µM], -2%, 0%, 8%, -0.11, -0.32, 0.27, 0.63, -10%, -3.3%, -0.1%, -36%
> CC(=O)c1ccc(NC(=S)NCCCn2ccnc2)cc1
  1%, 4%, 2%, -10%, -0.42, 0.089, -0.17, 0.97, 0%, -11%, 1.1%, -13%
> O=C(NCCN1CCN(c2ccccc2)CC1)c1cccn2c(=O)c3cc(Cl)ccc3nc12
  -46%, 3%, -12%, 26%, 0.21, -0.2, 0.25, 0.34, -18%, 8.1%, 0.3%, 7%
> COc1ccc(N2C(=O)CNC2=S)cc1
  16%, 1%, -2%, -2%, 1.4, -0.23, 1.1, -1.1, -13%, 6.8%, -0.5%, -32%
> CC(C)(C)c1ccc(S(=O)(=O)N2CCN(c3ncccn3)CC2)cc1
  -29%[20 µM], 2%, 0%, 5%, -0.9, -0.3, -0.39, 0.95, 2%, 2.3%, 0.2%, -17%
> CC(=O)Nc1ccc(S(=O)(=O)Nc2cccc(NC(=O)C(C)(C)C)c2)cc1
  20%, 1%, 7%, 7%, -0.43, -0.23, -0.19, 0.071, 5%, -4.1%, 0.2%, -32%
> O=C(CCc1cccc(Cl)c1)N1CCCC(Nc2ccccc2)C1 (stereo not drawn)
  -16%, nt, nt, 2%, nt, nt, nt, nt, -6%, 2.5%, -0.1%, -3%
> CCC1C(=O)CC(c2ccc([N+](=O)[O-])cc2)NC1c1ccc([N+](=O)[O-])cc1 (stereo not drawn)
  4%, -2%, -1%, -6%, -0.004, 0.25, 0.39, 0.59, -2%, 4.4%, -0.1%, -7%
> Cc1cnc(C(=O)Nc2nnc(SCc3c(Cl)cccc3Cl)s2)cn1
  -24%, ?, -1%, 1%, -0.79, -0.25, -0.47, 0.41, 7%, 8.9%, 0.2%, -5%
> O=C(NCC(O)COc1ccc([N+](=O)[O-])cc1)Nc1ccccc1 (stereo not drawn)
  16%, 2%, -4%, -4%, -0.35, -0.29, -0.42, 0.83, -22%, 0.2%, -0.2%, -1%
> CCc1ccc(S(=O)(=O)Nc2ccc(-c3nc4cccnc4s3)cc2)s1
  -16%, 27%*, -17%, 6%, -1.2, -0.12, -0.66, 0.91, -52%, -0.4%, -0.3%, -41%
> O=C(Nc1cccc(NC(=O)c2cccs2)c1)c1ccc2c(c1)OCCO2
  14%[20 µM], 15%, -7%, 12%, 1.3, 0.025, 1, -1.9, -24%, nt, -0.1%, -39%

Quoted at random: 3 records from the list, in no set order.
Each structure is followed by: KOR beta-arrestin-1, P. falciparum M1AAP, M17LAP inhibition, AID2073, Dynein transport, Dynein transport cytoplasmic EGFP, Dynein transport nuclear GR-EGFP, Dynein transport cell count, HEK293 NOD2/NF-kB, KOR beta-arrestin-2, GPR55 beta-arrestin, NOD1 NF-kB reporter
> COc1ccc2[nH]c(=O)c(CN(Cc3ccc(C)cc3)Cc3nnnn3CC3CCCO3)cc2c1 (stereo not drawn)
  -29%, 11%, -2%, ?, -0.93, -0.37, -0.48, 0.42, -1%, -9.0%, 0.3%, 13%
> CC(=O)Nc1ccc(S(=O)(=O)Nc2cccc(NC(=O)C(C)(C)C)c2)cc1
  20%, 1%, 7%, 7%, -0.43, -0.23, -0.19, 0.071, 5%, -4.1%, 0.2%, -32%
> O=C(NCC(O)COc1ccc([N+](=O)[O-])cc1)Nc1ccccc1 (stereo not drawn)
  16%, 2%, -4%, -4%, -0.35, -0.29, -0.42, 0.83, -22%, 0.2%, -0.2%, -1%

(cont.)
Each structure is followed by: KOR beta-arrestin-1, P. falciparum M1AAP, M17LAP inhibition, AID2073, Dynein transport, Dynein transport cytoplasmic EGFP, Dynein transport nuclear GR-EGFP, Dynein transport cell count, HEK293 NOD2/NF-kB, KOR beta-arrestin-2, GPR55 beta-arrestin, NOD1 NF-kB reporter
> N#Cc1nc(-c2ccc(OCc3ccccc3)cc2)oc1NCc1cccnc1
  -8%, 4%, 5%, -4%, 1.4, -0.25, 0.92, -0.58, 20%, -2.6%, 0.7%, 10%
> CCOC(=O)CNc1nc(C#N)nc(N2CCOCC2)n1
  -7%, 4%, -2%, -9%, -0.85, -0.26, -0.13, 0.29, 0%, -0.4%, -0.1%, -10%
> CCCC(=O)N(CCN(Cc1ccccc1)C(=O)CCC)Cc1ccccc1
  -23%, 1%, 0%, -6%, -0.85, -0.21, -0.45, 0.79, -16%, 8.1%, 0.0%, -21%
> CC1=C(C(=O)OCC(C)C)C(c2ccsc2)C2=C(CCCC2=O)N1 (stereo not drawn)
  -22%, 4%, 13%, 5%, 0.5, -0.3, -0.042, -0.27, -12%, 0.1%, 0.0%, -21%
> Cc1nnc(-c2cccc(Br)c2)c2cn(-c3ccccc3)nc12
  19%, 2%, 4%, 10%, -0.81, -0.26, -0.2, 0.11, -10%, -1.3%, -0.4%, -18%
> COc1cccc(C(c2c(NC(=O)c3ccccc3)sc(C)c2C)N2CCN(C)CC2)c1 (stereo not drawn)
  8%, 1%, 11%, 12%, 0.27, -0.28, -0.043, 0.36, 14%, 1.4%, 0.2%, -2%
> Cc1nn(-c2ccccc2)c(Cl)c1/C=C/C(=O)c1ccccc1
  6%, 11%, 5%, ?, -3.2, 0.19, -1.7, -0.26, -12%, -11%, 1.5%, 25%
> COc1cccc(CCNC(=O)CC2C(=O)NCCN2Cc2ccc(Cl)c(F)c2)c1 (stereo not drawn)
  -1%[20 µM], -1%, 3%, 2%, -0.14, 0.29, -0.55, -0.1, 0%, -5.7%, -0.1%, -25%
> CCOc1ccc(C2C(C(=O)c3ccco3)=C(O)C(=O)N2Cc2cccnc2)cc1 (stereo not drawn)
  39%, 3%, 8%, 3%, 0.7, -0.2, 0.65, -0.93, 8%, -2.9%, -0.1%, -4%
> C=CCn1c(=N)c(S(=O)(=O)c2ccc(C)c(C)c2)cc2c(=O)n3ccccc3nc21
  -30%, nt, nt, 0%, nt, nt, nt, nt, 20%, -1.2%, 0.3%, -19%
> Cc1cccc(-c2noc(CCc3ccccc3)n2)c1
  -9%, 1%, -3%, -4%, -1.3, -0.27, -0.74, 0.88, -27%, 5.8%, -0.1%, -25%
> CC(C)c1ccc(NC(=S)NCCc2c[nH]c3ccccc23)cc1
  32%, 10%, -9%, -8%, 0.43, -0.2, 0.12, -0.12, 18%, 3.8%, -0.2%, -15%
> O=C(O)CCNc1nc(-c2ccccc2)c2cc(Br)ccc2n1
  38%, nt, nt, 29%, nt, nt, nt, nt, 20%, -3.1%, -0.2%, -8%
> O=C(O)c1ccc(N2C(=O)C3ON(c4ccccc4)C(c4ccccc4F)C3C2=O)cc1 (stereo not drawn)
  1%, 4%, 33%, -4%, -0.72, 2.1, -0.084, 0.4, 6%, 0.3%, -0.1%, 8%
> C=CCn1c(SCC(=O)NCCCC(=O)OCC)nc2scc(-c3ccco3)c2c1=O
  -1%, 4%, 12%, 86%, -0.61, -0.069, -0.42, 0.43, 23%, -8.8%, -0.4%, -14%
> COc1ccc(Cl)cc1N1C(=O)c2cccnc2C1=O
  13%, nt, nt, -5%, nt, nt, nt, nt, 5%, -6.2%, 0.0%, -10%
> Cc1ccc(/C(N)=N/OC(=O)N2CCOCC2)cc1
  18%, 5%, 17%, 4%, -0.44, -0.2, 0.29, 0.039, 1%, 0.4%, -0.3%, 23%
> Cc1ccc(C(=O)CC(C(=O)O)n2cccn2)cc1 (stereo not drawn)
  6%, 4%, 19%, 6%, -1.8, 1.7, 0.0042, 9.7, 9%, 12%, 0.1%, 0%
> CCOCCCNC(=O)c1ccc(NC(=O)C2CCCO2)cc1 (stereo not drawn)
  -20%, nt, nt, -4%, nt, nt, nt, nt, 9%, -1.1%, 0.0%, 15%
> CN(C)S(=O)(=O)c1ccc(C(=O)NCc2ccc3[nH]c4c(c3c2)CCCC4)cc1
  -21%, -3%, -5%, 28%, -0.46, -0.27, 0.55, 0.24, -6%, 3.2%, -0.3%, -28%
> NC(=O)NC(Cc1ccccc1)C(=O)Nc1ccc(S(N)(=O)=O)cc1 (stereo not drawn)
  -14%, 5%, -2%, 3%, -2.9, 3.3, -0.96, -4.1, 19%, -1.7%, 0.0%, -3%
> O=C(COC(=O)CN1C(=O)c2ccccc2C1=O)Nc1ccc(S(=O)(=O)N2CCCC2)cc1
  -4%, 3%, -8%, 6%, -1.1, -0.21, -0.26, 0.009, 2%, -2.9%, -0.2%, 5%
> CCCCOC(=O)Nc1ccccc1C(N)=O
  -15%, 2%, -3%, 5%, 0.095, -0.21, 0.43, 0.3, -7%, 6.1%, -0.2%, 15%

Compound activity (PubChem BioAssay)
